Screening results as filed in PubChem BioAssay.
Rab2 wt GTP: changes GTP binding to wildtype dog Rab2A, up or down | P61105 | GST-Rab2 wt beads, Bodipy-GTP binding, flow cytometry | GTP binding activity, % at 10 µM | 190,000 compounds, 0.19% hits | AID 760;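 active = GTP binding activity at least 20 points away from 100%, either lowered or raised; inconclusive = signal likely due to the compound's own green fluorescence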;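 also: 0% = beads with excess unlabeled GTP and 100% = no-compound control corrected for plate trend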
Rab7 wt GTP bind: modulators of GTP binding to dog Rab7 wildtype GTPase. GST-Rab7 beads, fluorescent GTP binding, flow cytometry; actives lie on both sides; untreated = 100%, excess cold GTP = 0%. GTP binding activity (percent of control), % at 10 µM. 190,000 compounds, 0.055% hits. AID 758;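 active = fluorescent GTP binding to Rab7 beads changed by at least 20 points from the 100% baseline, either direction, mostly lower; inconclusive = compound itself probably fluorescent, or too few beads counted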;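 also: median green fluorescence of bound Bodipy-FL-GTP per Rab7 bead population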
Mcl1-Noxa inh: Mcl-1/Noxa interaction inhibition. TR-FRET Mcl-1/Noxa peptide binding, 2 h. Q07820. inhibition, % at 21.7 µM. AID 1022. 220,000 compounds, 1.5% hits;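 active = compounds that cut the protein-peptide binding signal by more than 50% relative to plate controls in a single-dose test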;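 also: His-tagged Mcl-1 with rhodamine Noxa BH3 peptide and terbium anti-His antibody; 0% = Mcl-1 plus Noxa peptide wells and 100% = peptide-only wells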
ABCB1 block: inhibitors of human ABCB1 transporter, ABCG2 counter-screen; CCRF-Adr cells, JC-1 efflux, flow cytometry; 190,000 compounds, 0.067% hits; inhibition, % at 6.6 µM; P08183; in the data active = inhibition above about 40%;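 also: 0% = vehicle and 100% = reference inhibitor; higher value means more JC-1 retained so stronger ABCB1 efflux block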
Pf gametocyte: inhibitors of late stage P. falciparum gametocyte viability | P. falciparum stage V gametocytes, ATP luminescence, 24 h | inhibition, % at 10.9 µM | 150,000 compounds, 0.065% hits;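 active = inhibition above the mean plus 3 SD of compounds within the control limits, set per campaign, cut at about 38% in these data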;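 also: 0% = DMSO wells and 100% = medium only without gametocytes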
ABCG2 block: human ABCG2 inhibition, ABCB1 as counter-screen; IgMXP3 cells, JC-1 efflux, flow cytometry; inhibition, % at 6.6 µM; 190,000 compounds, 0.1% hits;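 active = inhibition above 80%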;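 also: 0% = DMSO and 100% = nicardipine control wells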
Target sequence (Q9UNQ0 whole entry, looked up): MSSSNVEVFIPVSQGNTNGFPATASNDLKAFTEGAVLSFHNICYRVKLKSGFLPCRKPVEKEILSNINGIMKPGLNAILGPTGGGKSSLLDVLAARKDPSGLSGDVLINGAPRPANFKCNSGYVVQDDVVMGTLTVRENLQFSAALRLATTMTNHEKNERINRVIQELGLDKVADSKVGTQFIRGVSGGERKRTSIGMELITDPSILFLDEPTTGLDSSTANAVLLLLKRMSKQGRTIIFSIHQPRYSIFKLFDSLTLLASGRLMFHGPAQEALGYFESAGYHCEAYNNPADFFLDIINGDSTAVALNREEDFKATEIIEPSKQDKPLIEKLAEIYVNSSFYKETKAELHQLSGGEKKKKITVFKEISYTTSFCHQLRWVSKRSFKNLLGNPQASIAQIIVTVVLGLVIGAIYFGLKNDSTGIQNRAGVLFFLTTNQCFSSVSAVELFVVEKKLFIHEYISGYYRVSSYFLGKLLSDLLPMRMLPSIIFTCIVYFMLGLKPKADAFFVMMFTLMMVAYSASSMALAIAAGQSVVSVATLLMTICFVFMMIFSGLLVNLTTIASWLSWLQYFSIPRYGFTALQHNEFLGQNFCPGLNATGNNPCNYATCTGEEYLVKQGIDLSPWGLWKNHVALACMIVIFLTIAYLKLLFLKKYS
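Read-out basis: Efflux inhibition in percent versus controls | Test system: ABCG2 IgMXP3 and barcoded ABCB1 CCRF-Adr cell mix | Quantity: 3 million cells/mL in well | Schedule: 10 min at 25 °C | Control set: Nicardipine as high control, DMSO as low control | Reagent: JC-1 as fluorescent efflux pump substrate | Signal: Flow cytometry of retained JC-1 fluorescence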
Rac1 mut GTP: modulators of GTP binding to human Rac1 activated mutant; 190,000 compounds, 0.11% hits; AID 764; GST-Rac1 activated beads, fluorescent GTP binding, flow cytometry; actives lie on both sides; 100% means binding = to untreated wells; percent activity (GTP binding), % at 10 µM;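 active = GTP binding at least 20 percentage points away from the 100% baseline, in either direction, so actives lie on both sides; inconclusive = Compound likely fluorescent itself, or too few beads counted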
HRas wt GTP bind: modulators of GTP binding to human HRas wildtype. P01112. GST-Ras wt beads, Bodipy-FL-GTP binding, flow cytometry; actives lie on both sides. GTP binding activity, % at 10 µM. 190,000 compounds, 0.14% hits. AID 759;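 active = GTP binding activity at least 20% away from the 100% baseline, either lowered as inhibitor or raised as activator; inconclusive = flagged as likely green fluorescent, judged across all proteins in the well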;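 also: 0% = unlabeled GTP competition control and 100% = no-compound control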
Target sequence (P01112 whole entry, looked up): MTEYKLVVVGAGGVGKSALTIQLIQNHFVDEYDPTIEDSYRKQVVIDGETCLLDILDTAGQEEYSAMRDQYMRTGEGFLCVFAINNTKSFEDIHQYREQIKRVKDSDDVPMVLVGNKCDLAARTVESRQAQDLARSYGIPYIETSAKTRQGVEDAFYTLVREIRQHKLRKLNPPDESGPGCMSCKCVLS
Rac1 wt modul: alters GTP binding to wildtype human Rac1; P63000; GST-Rac1 beads, fluorescent GTP binding, flow cytometry; actives lie on both sides; 0 = cold GTP competed, 100 = untreated; 190,000 compounds, 0.27% hits; GTP binding activity (% of control), % at 10 µM;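 active = GTP binding activity at least 20 points away from the 100% control level, either lower or higher; inconclusive = compound flagged as likely green fluorescent, judged across all proteins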
Cdc42 wt: human Cdc42 wildtype GTP binding change, either direction; GST-Cdc42 beads, Bodipy-GTP binding, flow cytometry; actives lie on both sides; P60953; percent activity (GTP binding), % at 10 µM; 190,000 compounds, 0.2% hits;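 active = percent activity GTP binding at least 20 points away from the 100% baseline, either down as inhibitor or up as activator; inconclusive = compound flagged as likely green fluorescent from well-wide comparison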;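 also: median bead fluorescence of bound Bodipy-FL-GTP at 100 nM; 0% = excess unlabeled GTP control and 100% = no compound control; below 100% means less GTP binding so inhibitor and above means activator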
Target sequence (P60953 whole entry, looked up): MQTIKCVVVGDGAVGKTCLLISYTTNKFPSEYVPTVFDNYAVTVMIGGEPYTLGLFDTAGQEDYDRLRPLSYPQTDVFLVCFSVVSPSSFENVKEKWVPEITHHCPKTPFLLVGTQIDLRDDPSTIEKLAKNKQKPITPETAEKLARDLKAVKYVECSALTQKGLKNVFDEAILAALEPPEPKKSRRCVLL
Avidin bead fluor: compound fluoresces at 488/530 nm on avidin beads | fluorescence (KMESF) at 10 µM | AID 1775 | compound fluorescence 488/530 nm, flow cytometry; hits give high values | 220,000 compounds, 0.38% hits; in the data active = fluorescence above about 47; also: inactives centre near 10
An asterisk follows results filed as active; ? = inconclusive; . = not tested or not shown.

SMILES | Rab2 wt GTP | Rab7 wt GTP bind | Mcl1-Noxa inh | ABCB1 block | Pf gametocyte | ABCG2 block | Rac1 mut GTP | HRas wt GTP bind | Rac1 wt modul | Cdc42 wt | Avidin bead fluor
COc1ccccc1N1C(=O)CC1(C#N)c1ccc(OCc2ccccc2)cc1 (stereo not given) | 103.0 | 104.0 | 10.4 | 0.6 | 11.0 | 10.1 | 103.0 | 105.0 | 109.0 | 104.0 | 13
COc1ccc(N(CC(=O)N2CCN(c3cccc(C)c3)C(C)C2)S(=O)(=O)c2c(C)n[nH]c2C)cc1 (stereo not given) | 93.0 | 101.0 | 15.1 | 7.7 | -6.6 | 9.7 | 91.0 | 93.0 | 89.0 | 90.0 | 17
CCCCNC(=O)c1ccc(N2CCOCC2)c(NS(=O)(=O)c2ccc(OC)cc2)c1 | 99.0 | 99.0 | -1.5 | 1.5 | . | 5.9 | 98.0 | 99.0 | 104.0 | 101.0 | 26
O=C(CCSCc1ccccc1F)NCc1cccnc1 | 98.0 | 100.0 | 0.0 | 0.5 | 4.9 | 2.7 | 95.0 | 96.0 | 100.0 | 97.0 | 9
C=CCNC(=O)c1ccncc1 | 96.0 | 95.0 | 9.6 | 0.4 | -9.4 | 2.3 | 96.0 | 99.0 | 99.0 | 97.0 | 4
Cc1nnc(SCc2cnc(-c3ccccc3)o2)[nH]c1=O | 100.0 | 100.0 | 14.0 | 0.2 | . | 0.9 | 98.0 | 101.0 | 105.0 | 101.0 | 7
CCOC1=C/C(=C/c2c(N)n3nc(S(=O)(=O)CC)sc3nc2=O)C=CC1=O | 91.0 | 96.0 | 44.8 | 0.0 | -15.4 | -1.8 | 92.0 | 92.0 | 96.0 | 91.0 | 10
CC1CCN(S(=O)(=O)c2ccc(NC(=O)N3c4ccccc4Sc4ccccc43)cc2)CC1 | 90.0 | 92.0 | . | 0.6 | . | 1.9 | 90.0 | 94.0 | 90.0 | 95.0 | 15
Cc1ccc(-c2nc3ccccc3c(=O)n2NC(=O)c2cccs2)cc1 | 96.0 | 100.0 | 6.8 | 2.0 | -10.6 | 3.0 | 98.0 | 97.0 | 101.0 | 102.0 | 19
Cc1oc(C(C)(C)C)c(CN2CCOCC2)c1C(=O)O | 98.0 | 100.0 | 21.7 | 0.0 | -4.9 | 1.6 | 97.0 | 99.0 | 104.0 | 97.0 | 10
CN(C)CCCCOc1ccc(Br)cc1Cl | 96.0 | 94.0 | 13.7 | 0.3 | -23.6 | 2.6 | 95.0 | 96.0 | 97.0 | 96.0 | 6
Cc1cc(C)nc(N/N=C/c2ccccc2OCc2ccc(Cl)cc2)n1 | 101.0 | 104.0 | 11.1 | 0.6 | -0.3 | 7.9 | 100.0 | 101.0 | 104.0 | 103.0 | 5
COc1ccc(OC)c(/C=N\NC(=O)c2ccc(=O)n(C)c2)c1 | 100.0 | 104.0 | 4.3 | 0.7 | -5.3 | 19.7 | 101.0 | 100.0 | 104.0 | 103.0 | 4
Cc1ccc(-c2noc(CCC(=O)Nc3ccccc3N3CCN(C)CC3)n2)cc1 | 96.0 | 96.0 | 3.1 | 1.3 | . | 1.3 | 97.0 | 96.0 | 97.0 | 100.0 | 14
Cc1ccccc1C(=O)Nc1ccccc1-n1cccc1 | 101.0 | 102.0 | 4.7 | 0.1 | -14.9 | 3.1 | 99.0 | 103.0 | 103.0 | 105.0 | 14
Cc1ccc2c(Cl)c(C(=O)NCc3cccnc3)sc2c1 | 102.0 | 101.0 | 6.5 | 0.0 | -24.3 | 0.3 | 98.0 | 102.0 | 100.0 | 102.0 | 10
COc1ccc(CC(=O)NNC(=O)CSc2nnc(C)n2-c2ccccc2)cc1 | 103.0 | 101.0 | -0.6 | 0.0 | -7.1 | -1.8 | 102.0 | 101.0 | 103.0 | 101.0 | 4
N#Cc1c(NC(=O)CSc2n[nH]c(N)n2)oc(-c2ccccc2)c1-c1ccccc1 | 95.0 | 98.0 | -29.7 | -0.6 | -11.5 | -1.7 | 95.0 | 96.0 | 98.0 | 96.0 | 7
COc1ccc(N2CCN(CC(O)c3c[nH]c4ccc(OC)cc34)CC2C)cc1 (stereo not given) | 104.0 | 104.0 | 10.0 | 0.0 | -35.4 | -1.1 | 99.0 | 103.0 | 109.0 | 103.0 | 9
CCC(=O)N(C)C(c1ccccc1Cl)c1nnnn1-c1c(C)cccc1C (stereo not given) | 99.0 | 101.0 | 4.6 | 0.5 | . | 0.5 | 97.0 | 99.0 | 100.0 | 98.0 | 8
CCc1nnc(NC(=O)c2cccc(S(=O)(=O)N(C)c3ccccc3)c2)s1 | 102.0 | 103.0 | 26.7 | -0.1 | 5.8 | -1.2 | 101.0 | 103.0 | 102.0 | 103.0 | 12
CCc1ccc(C(=O)CSC2=C(C#N)C(c3ccco3)C(C(C)=O)=C(C)N2)cc1 (stereo not given) | 101.0 | 98.0 | 13.7 | 2.0 | . | 2.7 | 100.0 | 101.0 | 102.0 | 101.0 | 12
CCn1c(O)c(C=NCc2cccs2)c(=O)n(CC)c1=S | 97.0 | 100.0 | -1.8 | 1.0 | . | 2.5 | 98.0 | 100.0 | 103.0 | 101.0 | 6
O=C(NCc1n[nH]c(=S)n1-c1cccc(Cl)c1)c1ccc(S(=O)(=O)N2CCCC2)cc1 | 103.0 | 101.0 | 8.1 | -0.8 | 15.8 | -2.2 | 97.0 | 102.0 | 102.0 | 100.0 | 11
CCN(CC)c1ccc(N=Nc2nn(C)c(C)c2[N+](=O)[O-])cc1 | 99.0 | 99.0 | 18.1 | 1.1 | -12.8 | 5.5 | 100.0 | 102.0 | 102.0 | 99.0 | 12
SMILES | Rab2 wt GTP | Rab7 wt GTP bind | Mcl1-Noxa inh | ABCB1 block | Pf gametocyte | ABCG2 block | Rac1 mut GTP | HRas wt GTP bind | Rac1 wt modul | Cdc42 wt | Avidin bead fluor
CCCCn1c(SCC(=O)c2ccc(OC)c(OC)c2)nc2cc(S(N)(=O)=O)ccc21 | 98.0 | 97.0 | 13.3 | 0.2 | . | 1.7 | 99.0 | 100.0 | 102.0 | 98.0 | 6
CN(C)CCSc1nnc2sc3ccccc3n12 | 103.0 | 104.0 | -1.6 | 0.3 | . | 1.7 | 101.0 | 103.0 | 104.0 | 105.0 | 7
CCOC(=O)C1(Cc2cccc(OC)c2)CCN(C(C)COC)CC1 (stereo not given) | 99.0 | 104.0 | 4.9 | 1.0 | 10.8 | 0.5 | 98.0 | 99.0 | 102.0 | 99.0 | 3
COc1ccccc1Nc1nc(Cl)nc(NC(C)(C)C)n1 | 97.0 | 104.0 | -5.7 | 1.4 | . | 57.2 | 92.0 | 96.0 | 94.0 | 89.0 | 10
COc1cccc(-c2noc(C3CCCN(S(=O)(=O)c4cccc(Cl)c4C)C3)n2)c1 (stereo not given) | 99.0 | 100.0 | -8.9 | 0.3 | -0.9 | 1.5 | 99.0 | 98.0 | 97.0 | 97.0 | 18
Cc1ccc(C)[n+](CC(=O)c2ccc(-c3ccccc3)cc2)c1 | 98.0 | 102.0 | 10.6 | 0.3 | 13.0 | 0.1 | 93.0 | 96.0 | 99.0 | 98.0 | 22
NC(=O)c1oc2ccccc2c1NC(=O)c1ccc(F)cc1 | ? | ? | -7.8 | 1.0 | . | 5.4 | ? | ? | ? | ? | 6
COc1ccc(C(=O)Nc2sc(C)c(-c3ccccc3)c2C#N)cc1OC | 101.0 | 102.0 | -9.2 | 0.6 | . | 1.2 | 97.0 | 101.0 | 104.0 | 101.0 | 9
CCOC(=O)C1(CC2CC2)CCN(Cc2ccc3cccc(F)c3n2)CC1 | 98.0 | 105.0 | 23.9 | 0.7 | -12.3 | 0.9 | 93.0 | 97.0 | 100.0 | 97.0 | 11
COc1ccc(NS(=O)(=O)c2cccc(NC(=O)NC3CCCCC3)c2)cc1 | 99.0 | 100.0 | 4.2 | 0.8 | -7.4 | 3.7 | 97.0 | 100.0 | 102.0 | 99.0 | 8
COc1ccc(S(=O)(=O)N2CCCCC2)cc1 | 100.0 | 101.0 | 7.1 | 0.7 | . | 2.0 | 101.0 | 101.0 | 104.0 | 101.0 | 6
O=C(Oc1ccc2ccc(=O)oc2c1)N1CCOCC1 | 100.0 | 103.0 | 5.0 | -1.9 | . | -0.9 | 100.0 | 99.0 | 101.0 | 99.0 | 8
O=C(CN1CCN(c2ccccc2O)CC1)NC(=O)NC1CCCC1 | 97.0 | 98.0 | 14.0 | 0.4 | 16.9 | 1.2 | 98.0 | 96.0 | 101.0 | 96.0 | 14
Cc1cccc(C(=O)NNC(=O)c2ccc(F)cc2)c1 | 98.0 | 96.0 | 18.5 | 0.1 | 20.7 | 0.6 | 100.0 | 100.0 | 102.0 | 100.0 | 1
Cc1cc(C)nc(SCC(=O)c2ccc(O)cc2O)n1 | 100.0 | 99.0 | -2.5 | 0.4 | . | 5.5 | 97.0 | 101.0 | 103.0 | 101.0 | 23
CCOC(=O)c1cc(OC(=O)c2ccccc2OC)n(-c2ccccc2)n1 | 98.0 | 99.0 | 18.3 | 0.1 | . | 0.8 | 98.0 | 97.0 | 100.0 | 96.0 | 8
O=C(Cn1cnc2c(nnn2Cc2ccc(Cl)cc2)c1=O)N1CCCc2ccccc21 | 99.0 | 98.0 | 5.4 | 2.8 | -5.1 | 17.7 | 99.0 | 100.0 | 100.0 | 97.0 | 5
CCOC(=O)C1(CCCc2ccccc2)CCN(Cc2cnn(C)c2)CC1 | 100.0 | 104.0 | 4.8 | 0.1 | -2.0 | -0.6 | 98.0 | 99.0 | 100.0 | 96.0 | 3
